EPAC1 agonist – activates human EPAC1 exchange factor; hit rate 0.073% among 360,000; AID 720707; EPAC1 agonist qHTS, biochemical assay; response scale: 100% = response to 6.5 mM cAMP; O95398; Potency, µM (top dose mostly 154 µM), without a hit: at the top dose activation, usual class: activators; note: nearly all actives have a fitted effect of over 60% in size
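Normalized to 6.5 mM cAMP, activity reflects EPAC1-catalysed release of BODIPY-GDP from Rap1B, followed kinetically over 30 min at 480 nm excitation, 540 nm emission. Reaction contained 100 nM EPAC1, 250 nM Rap1B-BODIPY-GDP, 50 uM GDP.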
PTHR1 ag – PTHR1 (human) receptor agonism; hit rate 0.075% among 410,000; AID 743266; HEK293 GP2 PTHR1 cells, GloSensor cAMP luminescence, 1 h; Potency, µM (highest dose often 115 µM), for inactives: at the top dose activation, usual class: activators; note: nearly all actives have a fitted effect of over 55% in size; some results filed as inactive show a strong effect at the top dose; inactives centre near -15; many of its hits are not listed in these tables
Target sequence (Q03431 whole entry, looked up): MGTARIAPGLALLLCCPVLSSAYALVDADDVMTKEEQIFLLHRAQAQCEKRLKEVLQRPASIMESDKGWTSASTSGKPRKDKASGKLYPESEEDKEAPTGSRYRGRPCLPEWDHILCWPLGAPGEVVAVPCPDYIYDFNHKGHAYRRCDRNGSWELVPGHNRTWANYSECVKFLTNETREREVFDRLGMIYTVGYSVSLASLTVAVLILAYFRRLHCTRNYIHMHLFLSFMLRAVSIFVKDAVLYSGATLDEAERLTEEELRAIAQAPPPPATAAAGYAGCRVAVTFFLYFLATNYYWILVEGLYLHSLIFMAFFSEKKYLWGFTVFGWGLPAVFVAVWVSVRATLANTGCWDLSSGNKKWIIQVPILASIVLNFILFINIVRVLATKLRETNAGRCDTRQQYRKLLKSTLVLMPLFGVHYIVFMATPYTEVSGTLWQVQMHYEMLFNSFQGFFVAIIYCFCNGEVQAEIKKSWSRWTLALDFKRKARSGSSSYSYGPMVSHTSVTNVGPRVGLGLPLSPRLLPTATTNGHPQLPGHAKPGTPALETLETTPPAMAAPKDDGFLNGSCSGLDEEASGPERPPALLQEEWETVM
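HEK-293-derived GP2 cells expressing PTHR1 and a GloSensor cAMP reporter, 3,000/well, plated overnight, given luciferin plus IBMX (each 0.5 mM as added) for 1 h at 37 °C, then compound for 1 h at 37 °C. Luminescence was read after 15 min at room temperature.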
aSyn rescue – rescues yeast growth from alpha-synuclein toxicity; Yeast expressing alpha-synuclein, growth rescue, BacTiter-Glo, 24 h; Potency, µM (highest dose often 46.1 µM), without a hit: top-dose growth rescue (activation), usual class: activators; hit rate 0.14% among 370,000; AID 652106; note: % of control where 0% means no effect; nearly all actives have a fitted effect of over 65% in size
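Galactose-induced alpha-syn yeast (OD600=0.02, raffinose-pregrown) + pinned cpd, 24 hr, 30 deg C; growth by BacTiter-Glo luminescence. Growth restoration scores as activation.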
FUS yeast rescue – suppressors of FUS proteinopathy in yeast. S. cerevisiae FUS-expressing, growth rescue, OD600, 24 h. Potency, µM (doses to about 76.6 µM), for the others: at the highest dose growth rescue (activation), actives largely listed as activators. hit rate 0.24% among 390,000;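 note: plate controls were DMSO vehicle for no effect and reference control for full effect; nearly all actives have a fitted effect of over 55% in size; some results filed as inactive show a strong effect at the top dose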
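Yeast expressing FUS under galactose induction, OD 0.005 in 2% galactose medium; compounds in a dilution series, 24 h at 30C. Growth rescue by absorbance at 600 nm; CP55940 positive control, DMSO negative.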
TDP43 rescue – TDP-43 toxicity inhibition in yeast. AID 652104. hit rate 1.8% among 410,000. Potency, µM (highest dose often 46.1 µM), inactives show top-dose growth rescue (activation), most hits filed as activators. TDP-43 expressing yeast growth rescue, BacTiter-Glo, 24 h; note: % of control where 0% means no effect; nearly all actives have a fitted effect of over 50% in size
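Growth rescue of TDP-43-toxic yeast measured as ATP luminescence (BacTiter-Glo). Cells grown to mid-log in raffinose, induced in galactose at OD600=0.02, exposed to compound 24 hr at 30 deg C.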
EPAC1 antag – EPAC1 (human) antagonism. EPAC1 GEF assay, Rap1b-BODIPY-GDP exchange fluorescence. O95398. Potency, µM (series often up to 115 µM), for inactives: at the top dose activity change, negative = inhibition, hits mostly inhibitors. hit rate 0.14% among 360,000;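 note: plate controls were vehicle for no effect and positive control for full effect; nearly all actives have a fitted effect of over 50% in size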
EPAC2 antagonist – EPAC2 (human) antagonism; EPAC2 GEF exchange of Rap1B-BODIPY-GDP, fluorescence; hit rate 0.18% among 360,000; Potency, µM (titrated, usually from 114 µM), for the others: top-dose activity, negative = inhibition, actives largely listed as inhibitors; note: % is set by controls: 0 for no effect and ±100 for the full control effect; nearly all actives have a fitted effect of over 45% in size; many of its hits are not listed in these tables
EPAC2 ag – activates human EPAC2 exchange factor; Potency, µM (titrated, usually from 154 µM), for inactives: at the top dose activation, actives largely listed as activators; hit rate 0.079% among 360,000; Q8WZA2; AID 720711; EPAC2 activation, biochemical qHTS; response scale: 100% = 6.5 mM cAMP response; note: nearly all actives have a fitted effect of over 50% in size
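Setup: EPAC2 100 nM, labeled Rap1B complex 250 nM, free GDP 50 uM. Compound titrations pinned in, brief spin, 5 min room temperature incubation. Kinetic fluorescence read over 30 min, normalized to 6.5 mM cAMP.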
Numbers without * were called inactive; i = inactive; ? = inconclusive; . = no result given; & = joins results of further samples; [ ] = another dose, or the depositor's remark. Calls come from the whole dose curve; as a rule, active = well fitted curve in the direction sought with a large enough effect; inconclusive = small, poorly fitted or top-dose-only effect, or another doubt; inactive = no such curve, though single readings can be large; an effect the other way counts as inactive or inconclusive. Potency is the fitted concentration of half-maximal effect.

Start of the listing, in advance, 5 compounds:
1	CC1CC(=O)Nc2ccccc2N1C(=O)CN1C(=O)C(=O)N(C)C1=O (centres undefined)
2	ON/C=N/C(=S)Nc1ncc(C(F)(F)F)cc1Cl
3	CN(N=O)c1ccc(CC2CCc3ccccc32)cc1 (centres undefined)
4	C/C=C(/C)C(=O)Nc1cccc(C2=NOC3(C2)C[C@@H](C(N)=O)N(C(=O)c2ccc(OC)cc2)C3)c1 (some centres undefined)
5	COc1ccc(NC2CCCN(C(=O)c3csc(C(C)C)n3)C2)cc1OC (centres undefined)

entry no.	1	2	3	4	5
FUS yeast rescue	-11%	-7%	.	13%	.
PTHR1 ag	i	-9%	i	-19%	-17%
EPAC1 agonist	-2%	3%	-4%	-3%	9%
EPAC2 antagonist	14%	8%	-3%	11%	-3%
EPAC2 ag	0%	2%	3%	5%	-9%
EPAC1 antag	1%	6%	-19%	-15%	0%
aSyn rescue	-2%	-1%	2%	-13%	-2%
TDP43 rescue	-18%	4%	0%	7%	14%

Results, repeating the preview:
1	CC1CC(=O)Nc2ccccc2N1C(=O)CN1C(=O)C(=O)N(C)C1=O (centres undefined)
2	ON/C=N/C(=S)Nc1ncc(C(F)(F)F)cc1Cl
3	CN(N=O)c1ccc(CC2CCc3ccccc32)cc1 (centres undefined)
4	C/C=C(/C)C(=O)Nc1cccc(C2=NOC3(C2)C[C@@H](C(N)=O)N(C(=O)c2ccc(OC)cc2)C3)c1 (some centres undefined)
5	COc1ccc(NC2CCCN(C(=O)c3csc(C(C)C)n3)C2)cc1OC (centres undefined)
6	CCCCCCSc1ccc([C@H]2N[C@@](C)(C(=O)OC)[C@H]3C(=O)N(CC)C(=O)[C@@H]23)cc1
7	CC1NC(=S)N(C2CCCCC2)C1=O (centres undefined)
8	O=C(NC(c1ccccc1)c1ccccc1)c1cccc(S(=O)(=O)NCc2ccccc2)c1

entry no.	1	2	3	4	5	6	7	8
FUS yeast rescue	-11%	-7%	.	13%	.	?	-21%	?
PTHR1 ag	i	-9%	i	-19%	-17%	-21%	-6%	-20%
EPAC1 agonist	-2%	3%	-4%	-3%	9%	-17%	-3%	2%
EPAC2 antagonist	14%	8%	-3%	11%	-3%	-10%	1%	-6%
EPAC2 ag	0%	2%	3%	5%	-9%	-4%	-2%	4%
EPAC1 antag	1%	6%	-19%	-15%	0%	-16%	12%	-22%
aSyn rescue	-2%	-1%	2%	-13%	-2%	?	-6%	-15%
TDP43 rescue	-18%	4%	0%	7%	14%	0%	20%	6%

9	CCOC(=O)NC(=O)C(=CNc1ccccc1C)C(=O)NC(=O)OCC
10	O=C(Nc1cccc(S(=O)(=O)NC2=NCCC2)c1)c1ccc(=O)[nH]c1
11	Cc1cccc([N+](=O)[O-])c1C(=O)O
12	CCCNS(=O)(=O)c1ccc(CCC(=O)NCCc2ccc(OC)c(OC)c2)cc1
13	Cc1ccc(S(=O)(=O)c2cn(CC(=O)Nc3ccccc3)c3ccc(F)cc3c2=O)cc1
14	Cc1ccc(N2CCN(S(=O)(=O)N(C)C)CC2)c(C)c1
15	O=C(C1CC1)N1CCc2cc(Br)cc(S(=O)(=O)NCc3ccc4c(c3)OCO4)c21
16	CN(c1ccccc1)c1nc(N)c([N+](=O)[O-])c(NCc2ccccc2)n1

entry no.	9	10	11	12	13	14	15	16
FUS yeast rescue	-7%	-23%	-39%	10%	14%	-8%	?	32%
PTHR1 ag	i	?	i	-2%	-17%	-21%	i	-27%
EPAC1 agonist	-5%	-2%	-3%	9%	-8%	-6%	4%	22%
EPAC2 antagonist	6%	5%	-6%	?	13%	-14%	3%	-10%
EPAC2 ag	7%	7%	11%	0%	-3%	12%	3%	17%
EPAC1 antag	-23%	-10%	4%	-6%	-12%	-15%	-2%	-13%
aSyn rescue	-6%	-5%	3%	0%	-5%	-13%	4%	-24%
TDP43 rescue	-18%	-10%	22%	-5%	19%	?	9%	17%

17	CCN(CC(=O)N1CCCC1)S(=O)(=O)c1ccc(OC)cc1
18	Cc1ccc(S(=O)(=O)NCC(c2cccnc2)N2CCN(Cc3ccccc3)CC2)cc1 (centres undefined)
19	N#CCC(=N)N1CCN(c2cccc(Cl)c2)CC1
20	Cc1cc(Cl)c2oc(C(=O)N(C)C(C)c3ccccn3)c(C)c2c1 (centres undefined)
21	CN(C)c1ccc(C=C2C=Cc3ccccc32)cc1
22	CCN1C(=O)/C(=C/c2nc3ccccc3c(=O)n2-c2ccccc2)c2ccccc21
23	Cc1ccc(-c2nn(Cc3ccccc3)cc2/C=C/C(=O)O)cc1
24	CC(C)(C)C1C/C(=C/c2ccco2)C(=O)/C(=C/c2ccco2)C1 (centres undefined)

entry no.	17	18	19	20	21	22	23	24
FUS yeast rescue	-5%	-6%	6%	27%	.	?	9%	.
PTHR1 ag	i	i	i	-19%	-16%	-12%[57.5 µM]	i	-59%
EPAC1 agonist	4%	3%	2%	0%	0%	4%	2%	-3%
EPAC2 antagonist	15%	-5%	15%	-3%	1%	5%[57.1 µM]	-3%	-8%
EPAC2 ag	-2%	-3%	11%	4%	7%	-15%	-7%	23%
EPAC1 antag	-7%	10%	12%	1%	-7%	10%	-10%	1%
aSyn rescue	4%	-3%	11%	2%	-10%	-7%	9%	1%
TDP43 rescue	-18%	0%	16%	?	-3%	-22%	21%	-11%

25	Nc1c(S(=O)(=O)c2cccs2)c2nc3ccccc3nc2n1Cc1ccccc1
26	Oc1ccc(C[C@H]2CNCCN2CC2CCCCC2)cc1
27	COC(=O)c1ccc(N2C(=O)CC(N3CCN(c4ccccc4)CC3)C2=O)cc1 (centres undefined)
28	C[C@@H]1CN([C@@H](C)CO)C(=O)c2cccc(NS(=O)(=O)c3cccs3)c2O[C@H]1CN(C)Cc1ccc(C(F)(F)F)cc1
29	O=C(Nc1nnc(SCC(=O)N2CCCCC2)s1)c1ccc(F)cc1F
30	CC(=O)c1ccc(S(=O)(=O)NCCC(=O)NC2CCN(Cc3ccccc3)CC2)cc1
31	COc1ccc(CCNCC(=O)Nc2ccc(C)c(S(=O)(=O)N(C)C)c2)cc1
32	NS(=O)(=O)c1ccc(CCNC(=S)NC2CCCC2)cc1

entry no.	25	26	27	28	29	30	31	32
FUS yeast rescue	-4%	-23%	22%	29%	6%	15%	16%	-28%
PTHR1 ag	i	i	-1%[57.5 µM]	i	-17%	-17%	i	-1%
EPAC1 agonist	23%	-9%	-2%	-16%	3%	1%	-9%	2%
EPAC2 antagonist	-5%	3%	12%	0%	-1%	2%	-18%	-6%
EPAC2 ag	21%	5%	-1%	1%	-8%	7%	2%	8%
EPAC1 antag	-16%	-5%	9%	-12%	-23%	-23%	-14%	-4%
aSyn rescue	5%	2%	15%	-1%	1%	-7%	0%	-3%
TDP43 rescue	-4%	28%	12%	14%	6%	-13%	4%	17%

33	Cc1cc(C)n(C2CCCCC2OC(=O)c2ccccc2)n1 (centres undefined)
34	CCN1CCN(C(=O)CCc2nnc(CCc3ccccc3OC)o2)[C@@H](C)C1=O
35	CCCOc1ccc(N2C(=O)C3ON(c4ccccc4)C(c4ccc(O)c(OC)c4)C3C2=O)cc1 (centres undefined)
36	O=C(CN1CCN(c2ccccc2F)CC1)c1ccc(O)c(O)c1
37	CCOc1ccc(NS(=O)(=O)c2ccc3c(c2)N(C(C)=O)CCS3)cc1
38	COc1ccc(NC(=O)CN(c2cccc(F)c2)S(C)(=O)=O)cc1OC
39	COc1cccc(C(=O)N(Cc2cccs2)C2CCS(=O)(=O)C2)c1 (centres undefined)
40	O=C1NC(Cc2ccccc2)c2nc3ccc(Cl)cc3c(=O)n2-c2cc3ccccc3cc21 (centres undefined)

entry no.	33	34	35	36	37	38	39	40
FUS yeast rescue	-11%	16%	?	11%	-3%	15%	8%	?
PTHR1 ag	-1%	-21%	-95%[inhibitor]	i	-30%	i	-10%	-9%
EPAC1 agonist	-5%	9%	-7%	-1%	-4%	1%	-3%	-4%
EPAC2 antagonist	14%	7%	-19%	-4%	4%	4%	0%	1%
EPAC2 ag	2%	-9%	1%	-6%	3%	12%	8%	-4%
EPAC1 antag	-6%	-13%	-25%	-5%	-8%	-1%	0%	3%
aSyn rescue	-11%	6%	1%	-21%	5%	-2%	-6%	-1%
TDP43 rescue	13%	9%	3%	-18%	-3%	-16%	24%	0%

41	Cc1ccc(-c2nnn(CC(=O)O)n2)cc1
42	CN1CCN(CCC(=O)Nc2ccccc2Cl)CC1
43	CC1=CC(C)(C)N=C(NC#N)N1
44	CC(C)(C)Cc1c(-c2ccc(Cl)cc2)nc2c(Cl)cc(C(F)(F)F)cn12
45	CCN(CC)S(=O)(=O)c1cc(C(=O)NC2=NCCS2)ccc1Cl
46	CC(=O)/C(=N\Nc1cccc(Cl)c1)Sc1cccc2cccnc12
47	Cc1c(Cl)cccc1NC(=O)Cn1cnc(S(=O)(=O)N2CCCC2)c1
48	COc1ccc(OCc2nnc(SCC(=O)Nc3cccc(Cl)c3)o2)cc1
49	O=C(CCCCCn1nnc2ccccc2c1=O)N[C@H](C(=O)O)c1ccccc1
50	CCOCCCNC(=O)C(c1ccc(C)cc1)N(Cc1ccc2c(c1)OCO2)C(=O)c1ccccn1 (centres undefined)
51	Cc1cccc(NS(=O)(=O)c2cc([N+](=O)[O-])ccc2C)n1

entry no.	41	42	43	44	45	46	47	48	49	50	51
FUS yeast rescue	21%	9%	-19%	-11%	-2%	9%	43%&-1%	-5%	12%	25%	5%
PTHR1 ag	0%[57.5 µM]	i	i	-43%[inhibitor]	i	i	i	i	i	i	-3%
EPAC1 agonist	10%	-7%	1%	-3%	3%	3%	-5%	17%	7%	-8%	-3%
EPAC2 antagonist	-5%	15%	1%	14%	1%	-1%	14%	-18%	3%	-3%	-3%
EPAC2 ag	1%	-5%	4%	7%	-3%	3%	12%	10%	0%	7%	3%
EPAC1 antag	-5%	9%	-4%	-6%	17%	-29%	38%[activator]	-11%	-24%	-7%	-25%
aSyn rescue	0%	7%	3%	-3%	-29%	0%	-1%	-1%	1%	-2%	-2%
TDP43 rescue	-6%	11%	-13%	-14%	-10%	14%	-21%&14%	3%	-6%	3%	-30%

From PubChem

This is a subset. The share of hits here may be higher or lower than overall.
